High-throughput results (PubChem)
PhoP GFP inhibition = Inhibition of PhoP regulon, Salmonella typhi GFP reporter cells, confirmation, 4 h (AID 1850). Salmonella Typhi PhoP-promoter GFP reporter, fluorescence, 4 h; higher % means a stronger effect. inhibition, % at 50 µM, or IC50 in µM where a hit was titrated. 310,000 tested, 0.33% active; in the data active = a potency from the dose series; inconclusive = inhibition mostly from about 25% at the one dose, without a potency; inactive = the rest, 99 in 100 with inhibition below about 19%;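 note: 0% = induced wells with vehicle and 100% = uninduced wells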
tuberculosis growth = growth inhibition of non-replicating M. tuberculosis (AID 488890) | Mycobacterium tuberculosis non-replicating, growth inhibition; higher % means a stronger effect | one-dose inhibition, % at 25 µM; IC50 in µM for titrated hits | 320,000 tested, 0.39% active; in the data active = a potency from the dose series; inconclusive = inhibition mostly from about 82% at the one dose, without a potency; inactive = the rest, 99 in 100 with inhibition below about 76%;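 note: plate controls were DMSO cells for no effect and high antibiotic wells for full effect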
influenza NS1A = H1N1 influenza NS1A inhibitors, functional cell based assay (AID 504329); NS1A functional cell-based assay, percent inhibition; higher % means a stronger effect; inhibition, % at 12.5 µM, or IC50 in µM where a hit was titrated; 340,000 tested, 0.3% active; in the data active = a potency from the dose series; inconclusive = inhibition above about 27% without an active follow-up result; note: strong numbers were not always called active
M. tuberculosis HTS = M. tuberculosis growth inhibition, HTS (AID 449762) | one-dose inhibition, % at 25 µM; IC50 in µM for titrated hits | M. tuberculosis H37Rv growth inhibition, 7H9 media; higher % means a stronger effect | 330,000 tested, 0.59% active; in the data active = a potency from the dose series; inconclusive = inhibition above about 70% without an active follow-up result;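 note: bacterial growth assessed after seven days of incubation; strong numbers were not always called active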
inhibitors of VEEV = inhibitors of VEEV TC-83 cytopathic effect, confirmation, Vero cells (AID 588727); 350,000 tested, 0.13% active; Vero cells, VEEV TC-83 cytopathic effect inhibition; higher % means a stronger effect; inhibition, % at 20 µM; hits with a dose series show IC50 in µM; in the data active = a potency from the dose series; inconclusive = inhibition mostly from about 14% at the one dose, without a potency; inactive = the rest, 99 in 100 with inhibition below about 12%; note: strong numbers were not always called active
inhibitors of VEEV 10K pilot screen = recorded beside inhibitors of VEEV, whose call it bears; inhibition, %; measured here: 10K pilot screen inhibition
Active calls of the source: *; i = inactive; ? = inconclusive; . = no result given. The order is random; overall some 1.5% were active at least once.

The first 4 compounds, to show the layout:
SMILES	PhoP GFP inhibition	tuberculosis growth	influenza NS1A	M. tuberculosis HTS	inhibitors of VEEV	others
CC(=O)Nc1ccc(NC(=O)Cn2c(=O)n(-c3ccc(C)cc3)c(=O)c3oc4ccccc4c32)cc1	4%	11%	11%	-3%	1.1%
CC(NC(=O)c1ccco1)C(=O)N1CCCCC1 (stereo not drawn)	-5%	-11%	-8%	-17%	0.5%
CCCc1ccc(OC(=O)c2ccc(O)cc2Cl)cc1	7%	68%	-1%	5%	3.5%
CC1(C)CC(=O)C=C(Nc2ccccc2N)C1	-9%	82%	-5%	0%	0.9%

This part in full, from the start:
SMILES	PhoP GFP inhibition	tuberculosis growth	influenza NS1A	M. tuberculosis HTS	inhibitors of VEEV	others
CC(=O)Nc1ccc(NC(=O)Cn2c(=O)n(-c3ccc(C)cc3)c(=O)c3oc4ccccc4c32)cc1	4%	11%	11%	-3%	1.1%
CC(NC(=O)c1ccco1)C(=O)N1CCCCC1 (stereo not drawn)	-5%	-11%	-8%	-17%	0.5%
CCCc1ccc(OC(=O)c2ccc(O)cc2Cl)cc1	7%	68%	-1%	5%	3.5%
CC1(C)CC(=O)C=C(Nc2ccccc2N)C1	-9%	82%	-5%	0%	0.9%
CC1(OC(=O)CCc2ccccc2)C(=O)C=C2C=C(c3ccc(C#N)cc3)N(C3CCCCC3)C=C2C1=O (stereo not drawn)	2%	34%	7%	6%	0.3%	inhibitors of VEEV 10K pilot screen=0.0
Brc1ccc(-c2noc(COc3ccc4c(c3)CCC4)n2)o1	-11%	55%	-12%	2%	2.2%
CCC(C)(C)NC(=O)C(c1ccco1)N(C(=O)c1csnn1)c1cccc(F)c1 (stereo not drawn)	-10%	9%	-6%	-11%	i
OCCOc1ccc(CN2CCCC(N3CCN(c4ccc(F)cc4)CC3)C2)cc1 (stereo not drawn)	2%	-2%	23%	-5%	0.3%
O=C(NCC(=O)N(c1ccc(F)cc1)C(C(=O)NC1CCCCC1)c1ccncc1)c1ccco1 (stereo not drawn)	13%	5%	7%	2%	i
CCCN1CCC(NC(=O)CC2C(=O)NCCN2Cc2cccc(OC)c2)CC1 (stereo not drawn)	-7%	7%	14%	-8%	0.2%

2 records drawn at random from those above:
SMILES	PhoP GFP inhibition	tuberculosis growth	influenza NS1A	M. tuberculosis HTS	inhibitors of VEEV	others
O=C(NCC(=O)N(c1ccc(F)cc1)C(C(=O)NC1CCCCC1)c1ccncc1)c1ccco1 (stereo not drawn)	13%	5%	7%	2%	i
CCCc1ccc(OC(=O)c2ccc(O)cc2Cl)cc1	7%	68%	-1%	5%	3.5%

The main list resumes; the 2 compounds before the break are reprinted first.
SMILES	PhoP GFP inhibition	tuberculosis growth	influenza NS1A	M. tuberculosis HTS	inhibitors of VEEV	others
O=C(NCC(=O)N(c1ccc(F)cc1)C(C(=O)NC1CCCCC1)c1ccncc1)c1ccco1 (stereo not drawn)	13%	5%	7%	2%	i
CCCN1CCC(NC(=O)CC2C(=O)NCCN2Cc2cccc(OC)c2)CC1 (stereo not drawn)	-7%	7%	14%	-8%	0.2%
CC(C)NC(=O)N(C)C[C@@H]1Oc2ccc(NC(=O)Nc3ccc(C(F)(F)F)cc3)cc2CC(=O)N([C@H](C)CO)C[C@@H]1C	.	57%	1%	7%	2.4%
COc1cc(Nc2c3ccccc3nc3ccccc23)cc(OC)c1OC	-7%	29%	-2%	52%	?
O=[N+]([O-])c1ccccc1CNc1ccc(F)c(Cl)c1	-5%	7%	8%	2%	1.6%
CN(C)c1ccc(/C=N/NC(=O)CNC(=O)c2ccc3c(c2)OCCO3)cc1	-6%	7%	-2%	14%	0.4%
Oc1ccc2ccccc2c1CNc1ccc(Br)cc1	-11%	?	.	5%	.
CCOc1ccc(NS(=O)(=O)c2ccc3c(c2)n(C)c(=O)n3C)cc1	6%	6%	-11%	4%	i
COc1ccc(OCc2nnc(SCC(=O)Nc3nnc(C4CC4)s3)n2C)cc1	13%	-11%	8%	3%	1.4%
Cc1cc(C)n2nc(SCn3nnc4ccccc4c3=O)nc2n1	24%	-3%	-9%	3%	0.2%
NS(=O)(=O)c1ccccc1NC(=S)Nc1ccccc1S(N)(=O)=O	-3%	-10%	2%	0%	1.2%
Cc1c(C2(O)CCCCC2)[nH]c2ncccc12	.	16%	7%	-8%	0.2%	inhibitors of VEEV 10K pilot screen=1.1
O=C(CC1CCCC1)Nc1cccc(Br)c1	0%	74%	1%	-4%	0.6%
O=S(=O)(c1cccs1)N1CN(Cc2ccc(Cl)cc2)c2nc3ccccc3nc21	-4%	-11%	12%	-4%	2.4%
O=[N+]([O-])c1ccc(CS(=O)(=O)N2CCN(c3ccccc3)CC2)cc1	9%	-8%	11%	-3%	i
CC(=O)C[C@H]1c2cc(C(F)(F)F)ccc2S(=O)(=O)N1Cc1ccccc1	-5%	-4%	9%	-2%	0.5%
C[C@@H](C(=O)NCc1ccccn1)[C@H]1C[C@]1(C)[C@H](NC(=O)OCc1ccccc1)c1ccccc1	8%	23%	4%	-3%	8.5%	inhibitors of VEEV 10K pilot screen=8.6
CCOC(=O)c1oc2cccc(O)c2c1CN1CCOCC1	-16%	7%	-4%	-3%	5.9%
Cc1ccc(OCCNC(=O)CNC(=O)c2ccc(C)c(C)c2)cc1	-4%	6%	0%	-7%	0.1%
CCC(C)[C@H](NS(=O)(=O)c1ccc(C)cc1)C(=O)N1CCC(C(=O)N2CCC(C(=O)OC)CC2)CC1 (stereo partly drawn)	8%	-1%	-4%	-2%	0.1%
COc1ccc2nc(NC(=O)c3ccc([N+](=O)[O-])o3)sc2c1	6%	?	-7%	?	4.8%
COC(=O)c1cc(OC)c(OC)cc1NC(=S)Nc1cccc(C(C)=O)c1	-3%	1%	-3%	-5%	i	inhibitors of VEEV 10K pilot screen=0.7
COc1ccc(C2C(C#N)=C(C)NC3=C2S(=O)(=O)c2ccccc23)cc1 (stereo not drawn)	3%	-2%	-1%	4%	6.9%
Cn1c(=O)c(C(=O)NCCCc2ccccc2)c(O)c2ccccc21	-3%	8%	-5%	-1%	1.4%
CCCCN(CC)CCNC(=O)c1nn(-c2ccc(OC)cc2)c(=O)c2c1c1ccccc1n2C	-9%	-11%	3%	14%	i
COc1ccc(Oc2nc(-c3ccccn3)ncc2OC)cc1	4%	?	7%	?	i
COc1ccc(OC)c(NC(=O)c2oc3ccccc3c2NC(=O)C2CC2)c1	-18%	2%	8%	-1%	0.9%
COC(=O)c1sc(NC(=O)COc2ccc(C)cc2)nc1C	-10%	29%	1%	-6%	1.8%
COc1ccc(S(=O)(=O)N2CCN(c3nn(C)c(=O)n(C)c3=O)CC2)cc1	.	4%	-12%	-4%	0.4%
CCCCOc1cccc(C2C(C(=O)c3ccc(C)o3)=C(O)C(=O)N2c2nnc(C)s2)c1 (stereo not drawn)	.	.	-10%	.	i
CCOC(=O)CSc1nnc(Cc2ccc(OC)cc2)n1-c1ccccc1	5%	17%	1%	-1%	6.1%
CN(C)CCC(=O)N1c2ccccc2Sc2ccc(C(F)(F)F)cc21	8%	i	-7%	5%	i
COc1ccc(C[C@](C)(N)C(=O)O)cc1OC	-8%	-3%	-5%	-9%	1.4%
Cc1ccc(C(=O)CCC(=O)Nc2cccc(C(F)(F)F)c2)cc1C	8%	-4%	0%	-1%	2.6%
C=CCn1c(Cc2cccs2)nnc1SCC(=O)Nc1ccc(OC)c(OC)c1	-14%	3%	-2%	1%	0.1%
COc1cccc(-c2ncc3ccccc3c2COC(=O)c2ccccc2C(=O)O)c1	.	53%	-10%	-6%	0.1%
C=CCNc1c2c(nc3ncnn13)CC(C)CC2 (stereo not drawn)	5%	5%	-9%	-2%	2.9%
CCOC(=O)c1sc(=NC(=O)c2ccccc2Br)n(C)c1C	-7%	-3%	-9%	-2%	1.0%
COc1cccc(-c2nnc(SCC(=O)OC(C)C)n2N)c1	-5%	20%	-5%	-6%	0.6%
N#Cc1ccc(C(=O)OCC(=O)Nc2cccc(S(=O)(=O)NC3=NCCC3)c2)cc1	.	6%	0%	4%	3.1%
O=C(Nc1ccc(Cl)cn1)c1ccccc1[N+](=O)[O-]	8%	-17%	2%	1%	1.0%
Cc1ccc(N(C(C)C(=O)Nc2c(C)n(C)n(-c3ccccc3)c2=O)S(C)(=O)=O)cc1C (stereo not drawn)	0%	5%	-1%	-2%	0.6%
Cc1ccccc1CS(=O)(=O)Cc1ccc(C(=O)N2CCC3(CC2)OCCO3)o1	-6%	1%	-1%	-3%	i
CCC1(C)C(Nc2c(C)cccc2C)=NC(=S)N1c1ccc(NC(C)=O)cc1 (stereo not drawn)	12%	3%	9%	8%	0.7%
Cc1ccc(S(=O)(=O)N2CCCN(S(=O)(=O)c3ccc(C(F)(F)F)cc3)CC2)cc1	-17%	-4%	1%	-4%	6.5%
CC(=O)Nc1ccc(S(=O)(=O)N(C)CC(=O)OCC(=O)N(C)c2ccccc2)cc1	-5%	5%	-21%	5%	0.1%
CCOC(=O)C(=O)Nc1cccc(C(=O)OCC)c1	-2%	15%	-2%	10%	i
CCN(C(=O)CSc1nc2cc(Cl)ccc2c(=O)n1Cc1ccco1)C1CCS(=O)(=O)C1 (stereo not drawn)	-7%	12%	0%	-6%	6.5%
C=C(C)c1ccccc1	.	16%	4%	7%	1.6%
O=C(CCN1C(=O)COc2ccccc21)N1CCC2(CC1)OCCO2	-1%	0%	-5%	4%	0.3%
CCc1ccc2[nH]c(=O)c(CN(CCCN3CCOCC3)C(=O)Nc3ccccc3)cc2c1	7%	26%	-8%	5%	9.8%
CCOC(=O)N1CCN(Cc2nc3ccc([N+](=O)[O-])cc3c(=O)n2-c2ccc(OC)cc2OC)CC1	-10%	1%	19%	2%	0.3%
Carrying on:
SMILES	PhoP GFP inhibition	tuberculosis growth	influenza NS1A	M. tuberculosis HTS	inhibitors of VEEV	others
O=C(CCNC(=O)c1ccc(Br)cc1)NC1CCCCCC1	.	20%	-4%	-1%	i
O=C(CN1C(=O)NC2(CCCC2)C1=O)NNC(=O)c1ccccc1	3%	-13%	-9%	3%	1.2%
CCCCn1c(/N=C/c2c[nH]c3ccccc23)nc2ccccc21	-6%	13%	15%	-9%	1.3%
NCCC1CN(C(=O)OCc2ccccc2)c2ccccc21 (stereo not drawn)	.	.	-20%	.	0.5%
Cc1c(N2C(=O)CSC2c2ccco2)c(=O)n(-c2ccccc2)n1C (stereo not drawn)	14%	-8%	-6%	-4%	i
Cc1[nH]c(C)c2c(=O)[nH]ncc12	-22%	-9%	-1%	-3%	2.0%
Cc1ccc(C(=O)Nc2cccc(NC(=O)c3cccs3)c2)c(C)c1	-6%	62%	-3%	0%	i
COc1ccc(C(CNC(=O)C(CCSC)NC(=O)c2ccccc2Cl)N2CCCCC2)cc1 (stereo not drawn)	.	10%	-7%	-2%	1.1%
O=C(NCc1ccc2c(c1)OCO2)c1ccc(NC(=O)C2CCCO2)cc1 (stereo not drawn)	-12%	9%	13%	.	1.2%
COC(=O)C(Cc1ccccc1)NCC(=O)Nc1cccc(Cl)c1C (stereo not drawn)	-3%	14%	-3%	-2%	i
CCn1nc(C)cc1C(=O)N1CCCC(C(=O)c2ccccc2SC)C1 (stereo not drawn)	-4%	-5%	-4%	-2%	1.8%
O=C(C1=C[C@@H]2[C@H]3C(=O)N(c4ccccc4)C(=O)[C@H]3[C@@H](C(=O)c3ccc(Cl)cc3)N2C=C1)c1ccccc1	-6%	65%	.	4%	.
Cc1ccccc1C(=O)NCCCn1ccnc1	2%	-2%	0%	0%	i
CCN1CCN(CCNC(=O)Nc2ccc([N+](=O)[O-])cc2)CC1	5%	-3%	-5%	-3%	0.8%
COc1ccc(NC(=S)N2CCN(C/C=C/c3ccccc3)CC2)cc1	2%	16%	10%	3%	1.2%
Cc1ccc2c(c1)C1CN(C)CCC1N2CC(=O)N(C)c1ccccc1 (stereo not drawn)	0%	40%	0%	0%	0.4%
Cc1[nH]c2ccccc2c1SCC(=O)N1CCCCC1	-1%	7%	-8%	-2%	1.1%
O=C(NCc1ccccn1)Nc1ccccc1C(F)(F)F	1%	0%	-1%	-7%	i
CCOc1ccccc1N(CC(=O)NC1CCCCC1)C(=O)c1nsc(Cl)c1Cl	-9%	15%	8%	1%	0.7%
COc1ccccc1CNS(=O)(=O)c1cc(C(=O)N(C)Cc2cccnc2)c(Cl)cc1Cl	.	.	-3%	.	7.7%
CSCC[C@H](NC(=O)[C@H](Cc1ccccc1)n1c(=O)[nH]c2ccccc2c1=O)C(=O)N1CCC[C@H]1C(=O)O	-10%	-18%	-3%	0%	i
CN1c2ccccc2C(O)=C(C(=O)Nc2ccccc2)S1(=O)=O	-17%	2%	4%	6%	9.5%
CCN1C[C@]2(C)CC[C@H](O)[C@]34C1[C@H](C[C@H]23)[C@@]1(O)C[C@H](OC)[C@H]2C[C@@H]4[C@@H]1C2O (stereo partly drawn)	14%	7%	1%	-2%	i
